APE1 inh: blocks human APE1 abasic DNA cleavage; P27695; recombinant APE1, TAMRA/BHQ-2 abasic DNA cleavage fluorescence; Potency, µM (doses to about 65.8 µM), for inactives: top-dose activity change, negative = inhibition, usual class: inhibitors; 350,000 compounds, 0.35% hits;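 further: potency means the concentration at half of the fitted maximal effect; plate controls were vehicle for no effect and reference inhibitor for full effect; nearly all actives have a fitted effect of over 55% in size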
Target sequence (P27695 whole entry, looked up): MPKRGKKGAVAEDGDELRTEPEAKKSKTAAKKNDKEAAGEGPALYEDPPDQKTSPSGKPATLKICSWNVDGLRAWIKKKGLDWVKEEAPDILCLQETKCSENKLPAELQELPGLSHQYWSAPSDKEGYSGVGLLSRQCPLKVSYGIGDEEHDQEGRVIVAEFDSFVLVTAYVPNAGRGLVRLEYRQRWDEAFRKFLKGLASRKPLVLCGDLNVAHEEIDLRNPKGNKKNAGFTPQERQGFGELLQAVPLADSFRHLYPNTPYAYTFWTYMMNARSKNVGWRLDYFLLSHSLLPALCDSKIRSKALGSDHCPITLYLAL
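0.75 nM APE1 + cpd, 15 min RT; start w/ 50 nM TAMRA/BHQ-2 THF-abasic dsDNA; kinetic fluor 525/598 nm ×3 reads @60 s; Δ(read3−read1); normalized to DMSO and NSC13755 control wells.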
RXFP1 antagonist: RXFP1 (human) relaxin receptor antagonism. activity change, negative = inhibition, % at 57.5 µM. Q9HBX9. HEK293-RXFP1, relaxin-stimulated cAMP HTRF, 30 min; stronger effect = lower value. 350,000 compounds, 0.59% hits;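 active means activity change of -60% or lower, but not beyond a set lower limit; inconclusive means change between -60% and -40%, or beyond the set limit; inactive means change above -40%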; further: on the % scale 0 is the no-effect control and ±100 the full control effect
Pol iota inh: inhibitors of human DNA polymerase iota; Q9UNA4; Potency, µM (highest dose often 115 µM), for inactives: at the top dose activity, negative = inhibition, usual class: inhibitors; 390,000 compounds, 1% hits; Pol iota fluorescent replication assay, 10 min; further: potency means the concentration at half of the fitted maximal effect
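Fluorescent replication assay read twice, at 0 min and 10 min after adding 50 nM (final) substrate. Enzyme (10 nM) and compounds were first incubated 15 min at room temperature; enzyme-free buffer wells were negative controls.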
Anesthetic bind: candidate novel general anesthetic via apoferritin binding; P02791; 350,000 compounds, 0.074% hits; Potency, µM (titrated, usually from 77.5 µM), for inactives: top-dose activity change, negative = displacement, usual class: inhibitors; apoferritin/1-aminoanthracene competitive binding, fluorescence; further: potency means the concentration at half of the fitted maximal effect; on the % scale 0 is the no-effect control and ±100 the full control effect; nearly all actives have a fitted effect of over 20% in size
Target sequence (P02791 2-175 limits assumed): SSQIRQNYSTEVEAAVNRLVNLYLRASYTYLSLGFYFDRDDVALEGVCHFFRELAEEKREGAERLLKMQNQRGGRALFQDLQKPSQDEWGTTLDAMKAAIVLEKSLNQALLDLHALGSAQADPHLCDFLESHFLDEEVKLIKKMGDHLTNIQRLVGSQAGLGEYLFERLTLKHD
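Horse-spleen apoferritin (10 uM) was mixed with 50% saturated 1-aminoanthracene in PBS, exposed to compounds for 10 min at room temperature, and read for fluorescence (ex 380 nm, em 535 nm). Competitive displacement was fitted with a four-parameter Hill equation.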
BLM helicase inh: inhibitors of human Bloom syndrome helicase BLM. recombinant BLM DNA unwinding, fluorescence dequenching. Potency, µM (highest dose often 56.1 µM), inactives show at the highest dose activity change, negative = inhibition, actives largely listed as inhibitors. 350,000 compounds, 0.2% hits. AID 2528;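 further: potency means the concentration at half of the fitted maximal effect; plate controls were vehicle for no effect and no enzyme for full effect; nearly all actives have a fitted effect of over 35% in size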
Pol beta inh: DNA polymerase beta (human) inhibition | P06746 | Pol beta primer extension/strand displacement, fluorescence kinetic | Potency, µM (top dose mostly 114 µM), for the others: at the highest dose activity change, negative = inhibition, actives largely listed as inhibitors | 340,000 compounds, 1.3% hits | AID 485314; further: potency means the concentration at half of the fitted maximal effect; on the % scale 0 is the no-effect control and ±100 the full control effect
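Reaction started by 50 nM substrate onto compound-treated Pol beta (10 nM, 15 min preincubation, room temperature); plates read at 0 min and 10 min. Normalized concentration-effect data fitted by four-parameter Hill equation.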
Pol kappa inh: DNA polymerase kappa (human) inhibition; Potency, µM (titrated, usually from 107 µM), for inactives: at the top dose activity, negative = inhibition, actives largely listed as inhibitors; 400,000 compounds, 0.53% hits; purified Pol kappa, fluorescent DNA synthesis assay, 10 min; further: potency means the concentration at half of the fitted maximal effect; on the % scale 0 is the no-effect control and ±100 the full control effect
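Readout: fluorescence, taken kinetically at 0 and 10 min. Conditions: 10 nM Pol kappa, 15 min RT compound preincubation, 50 nM substrate final. Controls: enzyme-free buffer wells.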
Tb PGK inh: T. brucei PGK inhibition | PGK/GAPDH coupled, Kinase-Glo luminescence, 60 min | Potency, µM (highest dose often 57.5 µM), without a hit: top-dose activity change, negative = inhibition, most hits filed as inhibitors | 380,000 compounds, 0.043% hits; further: potency means the concentration at half of the fitted maximal effect; on the % scale 0 is the no-effect control and ±100 the full control effect; nearly all actives have a fitted effect of over 60% in size
Target sequence (P07378 whole entry, looked up): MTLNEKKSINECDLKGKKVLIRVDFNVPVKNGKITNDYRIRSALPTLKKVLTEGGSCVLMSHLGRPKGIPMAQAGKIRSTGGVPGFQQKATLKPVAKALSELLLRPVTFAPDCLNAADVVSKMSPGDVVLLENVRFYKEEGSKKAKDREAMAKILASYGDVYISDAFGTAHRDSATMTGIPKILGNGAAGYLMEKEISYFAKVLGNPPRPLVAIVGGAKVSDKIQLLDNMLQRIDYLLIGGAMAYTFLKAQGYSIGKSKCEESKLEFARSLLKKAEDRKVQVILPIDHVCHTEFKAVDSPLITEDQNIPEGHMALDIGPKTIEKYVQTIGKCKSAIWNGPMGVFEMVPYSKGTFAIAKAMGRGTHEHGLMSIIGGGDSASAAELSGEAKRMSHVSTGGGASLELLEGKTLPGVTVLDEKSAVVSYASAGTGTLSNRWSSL
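Luminescent ATP detection (Kinase-Glo Plus) follows a 60-minute room-temperature incubation, with wells lacking PGK as controls. Buffer: 100 mM TEA (pH 7.6), 5 mM MgCl2, 0.01% Tween-20. Coupling enzyme GAPDH (100 nM final) supplies unstable 1,3-BPG in-well.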
Pol eta inh: inhibitors of human DNA polymerase eta | 390,000 compounds, 1.2% hits | Potency, µM (series often up to 114 µM), for the others: at the top dose activity change, negative = inhibition, actives largely listed as inhibitors | Q9Y253 | AID 588591 | recombinant Pol eta, fluorescent DNA replication assay; further: potency means the concentration at half of the fitted maximal effect; on the % scale 0 is the no-effect control and ±100 the full control effect
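Pol eta (10 nM) was preincubated with compounds for 15 min at room temperature, after which fluorescent replication substrate (50 nM final) was added to start the reaction. Fluorescence was read kinetically at 0 and 10 min.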
* = called active by the depositor; i = inactive; ? = inconclusive; . = no result given; & = joins results of further samples; [ ] = remark or other dose. Unless noted, the call rests on the fitted dose curve; in most records, active means well fitted curve in the direction sought with a large enough effect; inconclusive means small, poorly fitted or top-dose-only effect, or another doubt; inactive means no such curve, though single readings can be large; an effect the other way counts as inactive or inconclusive. A portion of the library; rates above refer to the full screens.

Molecule | APE1 inh | RXFP1 antagonist | Pol iota inh | Anesthetic bind | BLM helicase inh | Pol beta inh | Pol kappa inh | Tb PGK inh | Pol eta inh
COC(=O)Cc1c(O)ccn(CCc2c[nH]c3ccccc23)c1=O | 9% | 8 | 25% | -4% | 0% | 13% | -2% | i | 0%
O=C(Nc1ccc(CN2CCCCC2)cc1)c1ccc(Br)o1 | -1% | 5 | -1% | 0% | -4% | -8% | -4% | -1% | -1%
CCCc1nn(C)c2c1C(c1ccncc1)C(C#N)=C(N)O2 (stereo not given) | 6% | -11 | -14% | -10% | 0% | 20% | -1% | -3% | -8%
CC(C)CC(=O)N1CCC(N2CCN(c3ccccc3)CC2)CC1 | 1% | -6 | 12% | -6% | -2% | 4% | -7% | 1% | -4%
CN1C(=O)c2cccc3c(S(=O)(=O)Nc4ccc(O)c(C(=O)O)c4)ccc1c23 | -9% | -9 | 56%[activator] | 1% | -3% | -25% | -16% | -7% | 0%
COc1ccc(-c2nc(CSCC(=O)NC3CCN(Cc4ccccc4)CC3)c(C)o2)cc1OC | 17% | 12 | 5% | -7% | -5% | 8% | -16% | -2% | -20%
CCN1CCN(c2ccc(S(=O)(=O)N3CCCCC3)cc2NC(=O)COc2ccc(F)cc2Cl)CC1 | 12% | -4 | -11% | -7% | -10% | -19% | -11% | -2% | -15%
Cc1ccc(S(=O)(=O)N2CCOCC2)cc1C(=O)NCC1CCCO1 (stereo not given) | 11% | -8 | -18% | -1% | 0% | -6% | -3% | -8% | -16%
O=C(Nc1ccccc1F)c1ccc(CNS(=O)(=O)c2cccc(C(F)(F)F)c2)cc1 | -5% | -3 | 10% | -7% | -3% | 14% | -8% | i | 4%
O=C(COC(=O)c1ccccc1Br)NCCC1=CCCCC1 | 1% | -18 | -14% | ? | -3% | -2% | -8% | -5% | -14%
Cc1cc(C)c(NC(=O)CN2C(=O)NC3(CCOc4ccccc43)C2=O)c(C)c1 (stereo not given) | -1% | -7 | 20% | -19% | -4% | 21% | -6% | -5% | -18%
CC(NC(=O)CCSCc1ccccc1F)c1ccccc1 (stereo not given) | 45%[activator] | -11&4 | 93%&2%[activator] | -13%&5% | -1%&-1% | 17%&38% | 1% | -1% | -13%&-12%
CCS(=O)(=O)N1CCC(C(=O)O)CC1 | -3% | 1 | 20% | -12% | -2% | -18% | 1% | 9% | -10%
Cc1ccc(CNC(=O)c2cnc(-c3ccccn3)nc2C(F)(F)F)cc1 | 0% | -4 | -8% | -13% | -5% | -2% | -2% | 5% | 0%
CSc1cccc(NC(=O)CCCOc2ccc(Cl)cc2Cl)c1 | -7% | -11 | 25% | 46%[activator] | -9% | -13% | -2% | 1% | -16%
COc1ccc(S(=O)(=O)N2CC(O)CC2C(=O)Nc2cccnc2)cc1 (stereo not given) | -6% | -4 | 72%[activator] | -5% | -2% | 52%[activator] | 2% | -1% | -16%
CC(C)(C)c1cc[n+](/C(C(=S)NC2CC2)=C(/[O-])c2ccc(Cl)s2)cc1 | 1% | 15 | 12% | ? | -8% | 29% | -16% | -3% | 0%
COCCN(C(=O)c1cc(Cl)nc2ccccc12)c1c(N)n(Cc2ccccc2)c(=O)[nH]c1=O | 5% | -7 | -17% | . | . | . | -3% | i | -9%
CC1CN(S(=O)(=O)c2cccc(-c3cn4cccnc4n3)c2)CC(C)O1 (stereo not given) | 1% | . | . | 61%[activator] | 0% | 0% | . | . | .
Cc1ccc(C)c(N2CCN(C(=O)CCCCn3c(=O)[nH]c4ccccc4c3=O)CC2)c1 | -3% | -7 | 12% | -16% | -1% | 3% | -3% | 6% | -4%
COc1cccc(NC(=O)CN(C)C(=O)c2cc(-c3ccc(C)o3)nc3ccccc23)c1 | -15% | 3 | 29% | . | . | . | -19% | -4% | -16%
CCOc1ccc(S(=O)(=O)N(C)c2ccc(OCC(=O)NCc3ccc(C(=O)OC)cc3)cc2)cc1 | ? | 19 | 6% | 46%[activator] | -4% | ? | -3% | -1% | -6%
O=C(c1ccccc1)c1c[nH]c2cc3c(cc2c1=O)OCO3 | 1% | . | . | 1% | 4% | 12% | . | . | .
CC(=O)c1nc(N2C(=O)CC(Cc3ccc(C)cc3)C2=O)sc1C (stereo not given) | 0% | 34 | 6% | 0% | 7% | 21% | -2% | -2% | -6%
CCCCc1nc(NCc2ccccc2)c(C#N)c2c1COC(C)(C)C2 | -3% | 4 | 3% | -7% | -2% | 0% | -4% | -6% | -3%
CCOC(=O)C1=C(CS(=O)(=O)c2ccc(C)c(C)c2)NC(=O)NC1c1ccccc1OCC (stereo not given) | . | . | 41%[activator] | -22% | -2% | 15% | -3% | -3% | -16%
CN(CC(=O)O/N=C(\N)c1ccccn1)S(=O)(=O)c1cc(Cl)ccc1Cl | -7% | -4 | -1%[58.9 µM] | -5% | -4% | 2% | -14% | -9% | -5%
O=S1(=O)CCN(Cc2ccc(F)cc2)CC1 | 0% | 11 | 2% | -3% | -3% | 0% | -12% | 7% | -6%
COc1ccc(-c2n[nH]c(C)c2-c2ccc(Cl)cc2)c(O)c1OC | 24% | ? | -2% | -17% | -16% | ? | -4% | -2% | -9%
COc1cccc(CN(C)C(=O)c2cccc(S(=O)(=O)N3CCN(c4ccc(F)cc4)CC3)c2)c1OC | -8% | 3 | 20% | . | . | . | -2% | -4% | -2%
COC(=O)C1=C[C@@H](C(=O)OC)[C@@H]2C3=C(C(=O)[C@@]2(C)NC(=O)c2ccccc2)[C@H](c2ccccc2)[C@@H]2C(=O)NC(=O)[C@@H]2[C@@H]3C1 | 1% | . | 57%&15%[activator] | -1% | 4% | . | 14%&-3% | i | -10%
N#C/C(C(=O)N1CCOCC1)=c1\s/c(=C/c2ccncc2)c(=O)n1-c1ccccc1 | 2% | . | . | -13% | -1% | 40% | . | . | .
CCOC(=O)c1sc2nc3c(cc2c1N)COC(C(C)C)C3 (stereo not given) | 1% | -11 | 4% | -7% | -1% | 6% | 3% | -7% | -5%
COc1ccccc1CC(NC(C)=O)C(=O)NC1CCN(C(=O)Nc2ccccc2Cl)CC1 (stereo not given) | 1% | 5 | 20% | -2% | 2% | 20% | -4% | -6% | -12%
CCN(CC(=O)NC(C)(C)C)C(=O)CN1c2cccc3cccc(c23)S1(=O)=O | 42% | -5 | 65%[activator] | 8% | -5% | -3% | -1% | -2% | -11%
O=S(=O)(NCc1ccc(Cl)cc1)c1cnc[nH]1 | 2% | 10 | 4% | -3% | -2% | -2% | -1% | i | 11%
Cc1ccc(NC(=O)Cn2nnc(-c3ccccc3NC(=O)c3cccs3)n2)cc1 | -3% | 3 | 22% | -15% | -10% | -1% | -4% | 2% | -2%
COc1ccc(N2CCN(CCNC(=O)C3CC(=O)N(C4CCCC4)C3)CC2)cc1 (stereo not given) | 0% | -4 | 0% | -5% | 1% | 8% | 0% | -2%[11.5 µM] | 4%
O=C(CCN1C(=O)S/C(=C/c2ccc(F)cc2)C1=O)Nc1ccc(O)c(C(=O)O)c1 | 20% | 0 | ? | -4% | -5% | 6% | -1% | -1% | 0%
CCCCN(CC)c1nc(-c2ccccc2F)nc2ccccc12 | . | -31 | 24% | 1% | -6% | 1% | -14%[60.1 µM] | -1% | -15%
CCOC(=O)C(NCCOC)(NC(C)=O)C(F)(F)F (stereo not given) | -3% | -5 | 2% | 2% | -7% | 19% | -13% | 14% | 0%
N#CNC1=NCN(CCc2ccccc2)CN1 | 0% | 0 | 9% | -8% | -2% | -2% | 2% | -1% | -6%
COc1ccccc1CNS(=O)(=O)c1ccc2c(c1)N(C(C)=O)CCO2 | -13% | -5 | -3% | -9% | -1% | 4% | 8% | -8% | -7%
CCOC(=O)Cn1cc(/C=C(/C#N)C(=O)NC(C)C)c2ccccc21 | 0% | 5 | 8% | -3% | -1% | -25% | -6% | 6% | -19%
CCOc1cccc(N)c1 | 16%&-1% | . | 28% | . | . | . | 12% | -4% | -17%
CCOC(=O)c1c(C)nc2sc(C(=O)Nc3ccccc3)c(N)c2c1-c1ccc(OC)cc1 | -5% | 11 | 16% | 305%[activator] | -11% | 0% | -7% | 6% | -24%
O=C1CN(C(=O)c2cc3ccccc3oc2=O)C(c2ccccc2)c2cc(F)ccc2N1 (stereo not given) | ? | . | 14% | -1% | -6% | ? | 11% | -1% | -6%
Cc1ccc(C)c(NC(=O)C(CC(=O)O)C2CCCO2)c1 (stereo not given) | 38% | -3 | 24% | -6% | -3% | -17% | 2% | i | -12%
Cc1nc(N2CCN(Cc3ccccc3)CC2)nc2c1C(=O)CC(c1ccco1)C2 (stereo not given) | 12% | 15 | 15% | 0% | 0% | 8% | -16% | 12% | -9%
COc1ccc(N2CC(C(=O)Nc3ccc(S(=O)(=O)Nc4nc(C)cc(C)n4)cc3)CC2=O)cc1 (stereo not given) | ? | -5 | 13% | -7% | -5% | 7% | -8%[60.1 µM] | 5% | -6%
COc1ccc(OCCSc2nnc(CCNC(=O)c3ccc(Cl)c(Cl)c3)n2C)cc1 | -3% | -8 | -2% | -7% | -3% | 0% | -3% | -4% | -18%
Cc1[nH]c2ccc(C(=O)N3CCC(C(N)=O)CC3)cc2c1C | 5% | 4 | 113%[activator] | . | . | . | -5% | i | -18%
COc1ccc(C(=O)N/C(=C/c2cccs2)c2nc3ccccc3[nH]2)cc1OC | 4% | -2 | 3% | . | -4% | 1% | -23% | -2% | ?
COCCNC(=O)c1cc2c(=O)n3cccc(C)c3nc2n1C | -5% | . | 24% | 5% | -1% | 11% | 1% | -13% | -10%
COc1cccc(CN(C)C(=O)c2cc(COc3ccc(-n4cncn4)cc3)on2)c1 | -5% | 9 | -3% | -22% | 1% | -2% | -8% | -3% | -16%
COc1ccc(C(=O)NCC(=O)NCc2cc(=O)n(C)c(=O)n2C)cc1 | -2% | 4 | 1% | 0% | -2% | 21% | 7% | 2% | 3%
